RXFP1 antagonist: RXFP1 (human) relaxin receptor antagonism | activity change, negative = inhibition, % at 57.5 µM | hit rate 0.59% among 350,000 | HEK293-RXFP1, relaxin-stimulated cAMP HTRF, 30 min; stronger effect = lower value | Q9HBX9;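 active means activity change of -60% or lower, but not beyond a set lower limit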; further: on the % scale 0 is the no-effect control and ±100 the full control effect
D2 antagonist: antagonists of human D2 dopamine receptor; hit rate 2% among 340,000; HEK293 TREx D2 cells, calcium flux, dopamine EC80; P14416; inhibition, % at 10 µM; in the data active means inhibition above about 30%; further: 0% is about no effect
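Antagonism is scored as inhibition of an EC80 dopamine-evoked calcium signal in a force-coupled, tetracycline-inducible HEK293 T-REx D2 line, with compound present 180 s before agonist.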
D1 potentiator: potentiators of human D1 dopamine receptor; HEK293 TREx D1 cells, calcium flux, dopamine EC20 potentiation; potentiation, % at 10 µM; hit rate 0.036% among 360,000; in the data active means potentiation above about 30%; further: 0% is about no effect
Target sequence (P21728 whole entry, looked up): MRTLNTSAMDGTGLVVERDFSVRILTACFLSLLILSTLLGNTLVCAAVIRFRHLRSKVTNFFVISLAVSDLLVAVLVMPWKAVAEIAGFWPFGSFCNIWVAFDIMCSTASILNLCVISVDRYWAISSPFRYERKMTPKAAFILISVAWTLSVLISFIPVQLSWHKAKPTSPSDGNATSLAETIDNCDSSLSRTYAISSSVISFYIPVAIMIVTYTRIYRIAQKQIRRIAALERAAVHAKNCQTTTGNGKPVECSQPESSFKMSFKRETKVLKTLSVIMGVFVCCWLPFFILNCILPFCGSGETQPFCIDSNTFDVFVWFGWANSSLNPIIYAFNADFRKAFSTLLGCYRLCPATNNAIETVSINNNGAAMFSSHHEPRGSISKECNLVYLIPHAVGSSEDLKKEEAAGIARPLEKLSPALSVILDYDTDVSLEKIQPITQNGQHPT
D2 ag: D2 dopamine receptor (human) agonism. HEK293 T-REx D2 cells, calcium flux agonist mode. activation, % at 2 µM. hit rate 0.53% among 340,000. AID 485358;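 active means activation over 3 SD above normal in the single-dose calcium agonist read, cut at about 30% in these data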; further: 0% is about no effect
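Agonism is scored from calcium flux in a force-coupled, inducible HEK293 cell line expressing D2, read kinetically for 180 s after compound addition against dopamine controls.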
D2 PAM: D2 dopamine receptor (human) potentiation; HEK293 T-REx D2, calcium flux, EC20 dopamine potentiation; potentiation, % at 10 µM; hit rate 0.34% among 340,000; AID 485347;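 active means potentiation over 3 SD above the plate norm, cut at about 30% in these data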; further: 0% is about no effect
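Potentiation of an EC20 dopamine calcium response measured kinetically over 180 s, after a preceding 180 s compound-only read flagging agonists. Cells: inducible Hek293 Trex D2 line, 4000/well, cultured overnight at 30 C before dye loading.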
TRHR enhancer: TRH receptor (human) allosteric enhancement | TRHR cells, fluo-8 calcium fluorescence, EC20 TRH enhancement | enhancement, % at 2 µM | hit rate 0.66% among 360,000 | AID 493056; in the data active means enhancement above about 30%; further: 0% is about no effect
Target sequence (P34981 whole entry, looked up): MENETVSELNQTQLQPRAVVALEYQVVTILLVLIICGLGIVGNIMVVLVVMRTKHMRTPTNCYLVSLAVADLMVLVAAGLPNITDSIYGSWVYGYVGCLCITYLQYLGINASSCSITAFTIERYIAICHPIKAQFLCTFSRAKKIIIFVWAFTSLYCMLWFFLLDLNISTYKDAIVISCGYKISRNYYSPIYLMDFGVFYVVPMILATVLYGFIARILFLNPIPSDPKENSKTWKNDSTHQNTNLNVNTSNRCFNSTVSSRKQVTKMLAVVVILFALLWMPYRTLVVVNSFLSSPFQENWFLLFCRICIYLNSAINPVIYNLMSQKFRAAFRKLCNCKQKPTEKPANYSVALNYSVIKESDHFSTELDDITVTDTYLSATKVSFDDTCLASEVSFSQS
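Enhancer read-out: after compound pinning and an initial kinetic agonist-mode read, an EC20 of TRH (10 nM final) was injected and fluo-8 calcium signal (Ex 480/Em 530) followed at 1 s/cycle for 100 cycles in TRHR-expressing cells.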
TRHR agonist: agonists of human TRH receptor | P34981 | TRHR cells, calcium flux fluo-8, FDSS agonist mode | activation, % at 2 µM | hit rate 0.18% among 360,000; further: 0% is about no effect
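TRHR-expressing cells loaded with fluo-8 calcium dye; 23 nL library compound pin-transferred, kinetic FDSS fluorescence (Ex 480/Em 530) recorded about 180 s for agonist-induced calcium release, before a 10 nM TRH EC20 addition for potentiator mode.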
D1 antag: human D1 dopamine receptor antagonism; P21728; HEK293 TREx D1 cells, calcium flux, dopamine EC80; stronger effect = lower value; activity change, negative = inhibition, % at 10 µM; hit rate 3.2% among 360,000; AID 504652; in the data active means activity change below about -30%; further: on the % scale 0 is the no-effect control and ±100 the full control effect
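Cells carrying a force-coupled, tetracycline-inducible human D1 receptor report calcium flux. Each well gets a 10 s baseline, compound with 180 s monitoring, then an EC80 dopamine stimulus with a second 180 s kinetic read.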
D1 agonist: agonists of human D1 dopamine receptor | activation, % at 2 µM | hit rate 1% among 360,000 | HEK293 T-REx D1 cells, calcium flux, agonist mode | P21728 | AID 504660; further: 0% is about no effect
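Inducible HEK293 T-REx D1 cells, force-coupled to calcium signalling, were plated at 4000 cells/well with tetracycline and held overnight at 30 C. After no-wash calcium dye loading, compound-evoked calcium rise over 180 s flagged agonists.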
* hit, by the source's call. Unless noted, no stated cut-off is given here; in the data, active means activation above about 30%; inactive means the rest.

`O=[N+]([O-])c1cccc(NC(=S)N2CCN(S(=O)(=O)c3ccccc3)CC2)c1` gave RXFP1 antagonist -1, D2 antagonist -5, D1 potentiator -10, D2 ag -1.2, D2 PAM -14, TRHR enhancer -5, TRHR agonist -0.1, D1 antag -15 and D1 agonist -1.
For Brc1ccc(CSc2ccc3nnc(-c4ccccn4)n3n2)cc1 the results were RXFP1 antagonist -1, D2 antagonist -9, D1 potentiator 4, D2 ag -1.8, D2 PAM 5, TRHR enhancer -5, TRHR agonist -0.4, D1 antag 6 and D1 agonist 2.
Cc1noc(NS(=O)(=O)c2ccc(N/C=C/C(=O)c3ccncc3)cc2)c1C was read as RXFP1 antagonist 11, D2 antagonist -13, D1 potentiator -5, D2 ag 0.3, D2 PAM 1, TRHR enhancer -3, TRHR agonist -0.2, D1 antag -11 and D1 agonist 3.
O=C(Nc1ccccc1)Nc1cc(Cl)cc(Cl)c1 was read as RXFP1 antagonist -21, D2 antagonist -24, D1 potentiator -14, D2 ag 0.3, D2 PAM -1, TRHR enhancer -11, TRHR agonist 1.6, D1 antag -27 and D1 agonist 23.
For CC(c1ccc(Cl)cc1)n1c(-c2ccc3ccccc3n2)n[nH]c1=S (stereo unspecified) the results were RXFP1 antagonist -17, D2 antagonist -2, D1 potentiator -6, D2 ag 0.0, D2 PAM 6, TRHR enhancer -2, TRHR agonist -0.2, D1 antag -2 and D1 agonist 1.
`Cc1ccccc1NC(=O)CSc1nc(-c2ccccc2)cc(=O)[nH]1` gave RXFP1 antagonist -9, D2 antagonist -15, D1 potentiator -8, D2 ag -0.6, D2 PAM -1, TRHR enhancer -1, TRHR agonist -0.6, D1 antag 4 and D1 agonist 0.
`CC(=O)c1ccc(N2CCN(C(=O)c3cc4c(-c5ccccc5F)nn(C)c4s3)CC2)cc1` gave RXFP1 antagonist 0, D2 antagonist -1, D1 potentiator 2, D2 ag 3.9, D2 PAM -1, TRHR enhancer -4, TRHR agonist 0.4, D1 antag -5 and D1 agonist 0.
For COc1ccc(C(=O)N/C(=C/c2cccs2)C(=O)NN)cc1OC the results were RXFP1 antagonist 6, D2 antagonist -27, D1 potentiator -4, D2 ag 0.5, D2 PAM -37, TRHR enhancer 1, TRHR agonist 0.4, D1 antag 2 and D1 agonist 1.
CC(c1ccon1)N(C)Cc1cn(C)nc1-c1cccc(Cl)c1 (stereo unspecified) was read as RXFP1 antagonist 16, D2 antagonist 11, D1 potentiator 1, D2 ag -0.1, D2 PAM 12, TRHR enhancer 0, TRHR agonist 0.4, D1 antag 6 and D1 agonist 1.
Screening COc1cc(OC)c(NC(=O)c2ccoc2C)cc1Cl returned RXFP1 antagonist 15, D2 antagonist 5, D1 potentiator 1, D2 ag 0.4, D2 PAM -5, TRHR enhancer -10, TRHR agonist -0.3, D1 antag -1 and D1 agonist 0.
CCOC(=O)N1CCN(C(=O)/C=C/c2cccc([N+](=O)[O-])c2)CC1 was read as RXFP1 antagonist -5, D2 antagonist -4, D1 potentiator -11, D2 ag 1.1, D2 PAM -6, TRHR enhancer -4, TRHR agonist -0.3, D1 antag -18 and D1 agonist 0.
`Cc1ccc(NC(=O)CCC(=O)N2CCSc3ccccc32)cc1` gave RXFP1 antagonist -11, D1 potentiator -2, D2 ag 0.0, D2 PAM -3, TRHR enhancer 14, TRHR agonist 0.0, D1 antag 6 and D1 agonist 0.
Screening Nc1ccc(CCn2ccnc2)cc1 returned RXFP1 antagonist -10, D2 antagonist -2, D1 potentiator 0, D2 ag 0.0, D2 PAM -10, TRHR enhancer -2, TRHR agonist 0.8, D1 antag -2 and D1 agonist 6.
For COC(=O)/C(=C\c1ccc([N+](=O)[O-])o1)NC(=O)c1ccccc1 the results were RXFP1 antagonist -1, D2 antagonist -6, D1 potentiator 5, D2 ag 0.1, D2 PAM 10, TRHR enhancer 3, TRHR agonist 0.7, D1 antag -20 and D1 agonist 0.
Screening Clc1cccc(-c2nc(NCC3CCCO3)c3ccccc3n2)c1 (stereo unspecified) returned RXFP1 antagonist -37, D2 antagonist 8, D1 potentiator 10, D2 ag 0.6, D2 PAM 7, TRHR enhancer -2, TRHR agonist -0.3, D1 antag 4 and D1 agonist 0.
CCC(=O)N1N=C(c2ccc(NS(=O)(=O)CC)cc2)CC1c1ccc(C)cc1 (stereo unspecified) was read as RXFP1 antagonist -7, D2 antagonist 7, D1 potentiator -4, D2 ag -0.6, D2 PAM -22, TRHR enhancer 2, TRHR agonist -0.3, D1 antag 4 and D1 agonist 2.
Cc1csc2nc(CSc3nncn3-c3ccccc3)c(Br)n12 was read as RXFP1 antagonist -29, D2 antagonist 8, D1 potentiator -7, D2 ag -1.8, D2 PAM 26, TRHR enhancer -5, TRHR agonist -0.5, D1 antag -5 and D1 agonist 5.
`Cc1ccc(CN(CC(O)COc2cccc3[nH]cc(C)c23)C(C)(C)C)cc1` (stereo unspecified) gave RXFP1 antagonist -27, D2 antagonist 7, D1 potentiator 1, D2 ag -1.3, D2 PAM 4, TRHR enhancer -1, TRHR agonist -0.5, D1 antag -7 and D1 agonist 5.
Screening Cc1ccc(C)c(S(=O)(=O)N2C(=S)NC(=O)C2CC(C)C)c1 (stereo unspecified) returned RXFP1 antagonist -5, D2 antagonist 4, D1 potentiator -4, D2 ag 0.5, D2 PAM -10, TRHR enhancer -1, TRHR agonist -0.3, D1 antag 4 and D1 agonist 1.
`CCn1c2ccccc2c2cc(CNCc3ccc(OC)cc3OC)ccc21` gave RXFP1 antagonist -27, D2 antagonist 35*, D1 potentiator -4, D2 ag 8.0, D2 PAM -28, TRHR enhancer 6, TRHR agonist 8.8, D1 antag -28 and D1 agonist 94*.

Brought forward from above: two compounds; new compounds follow.
Screening Cc1ccc(C)c(S(=O)(=O)N2C(=S)NC(=O)C2CC(C)C)c1 (stereo unspecified) returned RXFP1 antagonist -5, D2 antagonist 4, D1 potentiator -4, D2 ag 0.5, D2 PAM -10, TRHR enhancer -1, TRHR agonist -0.3, D1 antag 4 and D1 agonist 1.
`CCn1c2ccccc2c2cc(CNCc3ccc(OC)cc3OC)ccc21` gave RXFP1 antagonist -27, D2 antagonist 35*, D1 potentiator -4, D2 ag 8.0, D2 PAM -28, TRHR enhancer 6, TRHR agonist 8.8, D1 antag -28 and D1 agonist 94*.
For COc1cc(C(=O)Nc2ccccc2NC(=O)c2cc(OC)c(OC)c(OC)c2)cc(OC)c1OC the results were RXFP1 antagonist 5, D2 antagonist -11, D1 potentiator 1, D2 ag 0.1, D2 PAM 7, TRHR enhancer 4, TRHR agonist -1.6, D1 antag -9 and D1 agonist 2.
`O=C(NC(=S)N1CCCc2ccccc21)c1ccc([N+](=O)[O-])cc1` gave RXFP1 antagonist -5, D2 antagonist 1, D1 potentiator -14, D2 ag -1.6, D2 PAM 5, TRHR enhancer 4, TRHR agonist -0.5, D1 antag -21 and D1 agonist 3.
For CCN1CCN(c2ccc(S(=O)(=O)N3CCCCC3)cc2NC(=O)Cc2ccc(Cl)c(Cl)c2)CC1 the results were RXFP1 antagonist -19, D2 antagonist -7, D1 potentiator -1, D2 ag 12, D2 PAM -12, TRHR enhancer -3, TRHR agonist 4.6, D1 antag -55* and D1 agonist 101*.
`C=CCN(CC=C)C(=S)NC(=O)c1ccc(OC)cc1` gave RXFP1 antagonist -7, D2 antagonist 6, D1 potentiator -1, D2 ag 0.0, D2 PAM -8, TRHR enhancer 5, TRHR agonist 0.0, D1 antag -8 and D1 agonist 1.
For C=CCN1C(=O)c2ccccc2Sc2ccc(C(=O)NCC(OC)OC)cc21 the results were RXFP1 antagonist 2, D2 antagonist -18, D1 potentiator 1, D2 ag 0.2, D2 PAM 10, TRHR enhancer -6, TRHR agonist -0.8, D1 antag 0 and D1 agonist 2.
For Cc1ccc2nc(N3CCC(C(=O)NC4CCCCC4)CC3)sc2c1 the results were RXFP1 antagonist 4, D2 antagonist 6, D1 potentiator -4, D2 ag -0.7, D2 PAM 4, TRHR enhancer 0, TRHR agonist -0.9, D1 antag -5 and D1 agonist 3.
Screening COc1ccc(NC(=O)CN2CCc3ccccc3C2)c(OC)c1 returned RXFP1 antagonist -16, D2 antagonist 12, D1 potentiator -9, D2 ag -0.1, D2 PAM -6, TRHR enhancer 2, TRHR agonist 0.5, D1 antag -10 and D1 agonist 1.
For COc1cccc(CNC(=O)C(=O)NCC(c2ccco2)N2CCOCC2)c1 (stereo unspecified) the results were RXFP1 antagonist -3, D2 antagonist 1, D1 potentiator 0, D2 ag -2.0, D2 PAM 11, TRHR enhancer -1, TRHR agonist -1.3, D1 antag 8 and D1 agonist 7.
Nc1ccc2nc(SCC(=O)N3CCN(c4ccccc4)CC3)sc2c1 was read as RXFP1 antagonist -5, D2 antagonist -10, D1 potentiator 20, D2 ag 1.2, D2 PAM 0, TRHR enhancer -5, TRHR agonist 0.7, D1 antag 3 and D1 agonist 0.
`CCCCOCCCNC(=O)c1cccs1` gave RXFP1 antagonist -22, D2 antagonist -1, D1 potentiator -3, D2 ag -0.1, D2 PAM 3, TRHR enhancer 1, TRHR agonist -0.1, D1 antag -25 and D1 agonist 2.
Screening CCOCCn1c(CN(Cc2ccccc2)Cc2ccccc2)nc2c1c(=O)[nH]c(=O)n2C returned RXFP1 antagonist -28, D2 antagonist 4, D1 potentiator 5, D2 ag 0.2, D2 PAM 9, TRHR enhancer -3, TRHR agonist -0.3, D1 antag 18 and D1 agonist 3.
Screening Cc1ccc2nc(/C(C#N)=C\c3ccc(N4CCCCC4)c([N+](=O)[O-])c3)[nH]c2c1 returned RXFP1 antagonist -19, D2 antagonist 2, D1 potentiator -1, D2 ag 0.5, D2 PAM 4, TRHR enhancer 1, TRHR agonist 0.1, D1 antag -1 and D1 agonist 0.
For Fc1cccc(CN(C2=NCCN2)c2c(Cl)cccc2Cl)c1 the results were D2 antagonist 2, D1 potentiator -4, D2 ag -0.8, D2 PAM 0, TRHR enhancer -6, TRHR agonist 0.3, D1 antag 16 and D1 agonist -2.
`COc1ccc(S(=O)(=O)Nc2c(NC3CCCCC3)c3ccccc3oc2=O)cc1` gave RXFP1 antagonist 0, D2 antagonist -1, D1 potentiator -8, D2 ag 0.8, D2 PAM 10, TRHR enhancer -1, TRHR agonist 0.2, D1 antag -31* and D1 agonist 0.
`Cc1ccc(CN2CCSc3ccc(C(=O)NCc4ccc(OC(C)C)cc4)cc32)cc1` gave RXFP1 antagonist 6, D1 potentiator -2, D2 PAM -17, TRHR enhancer 8, TRHR agonist 0.3, D1 antag 13 and D1 agonist 0.

Part of the list above in order of heavy-atom count, descending:
`Cc1ccc(CN2CCSc3ccc(C(=O)NCc4ccc(OC(C)C)cc4)cc32)cc1` gave RXFP1 antagonist 6, D1 potentiator -2, D2 PAM -17, TRHR enhancer 8, TRHR agonist 0.3, D1 antag 13 and D1 agonist 0.
Screening Cc1ccc2nc(/C(C#N)=C\c3ccc(N4CCCCC4)c([N+](=O)[O-])c3)[nH]c2c1 returned RXFP1 antagonist -19, D2 antagonist 2, D1 potentiator -1, D2 ag 0.5, D2 PAM 4, TRHR enhancer 1, TRHR agonist 0.1, D1 antag -1 and D1 agonist 0.
For COc1cccc(CNC(=O)C(=O)NCC(c2ccco2)N2CCOCC2)c1 (stereo unspecified) the results were RXFP1 antagonist -3, D2 antagonist 1, D1 potentiator 0, D2 ag -2.0, D2 PAM 11, TRHR enhancer -1, TRHR agonist -1.3, D1 antag 8 and D1 agonist 7.

No enrichment for hits. About 7.3% of those tested had a hit in this group.
